Pol iota inh: DNA polymerase iota (human) inhibition. Q9UNA4. Pol iota fluorescent replication assay, 10 min. Potency, µM (doses to about 115 µM), without a hit: at the highest dose activity, negative = inhibition, most hits filed as inhibitors. 1% of 390,000 active. AID 588590; further: potency means the concentration at half of the fitted maximal effect
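Pol iota at 10 nM preincubated 15 min with compounds at room temperature; reaction started with fluorescent substrate, 50 nM final. Fluorescence read kinetically at 0 and 10 min; buffer-only wells as negative control.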
APE1 inh: APE1 (human) endonuclease inhibition. recombinant APE1, TAMRA/BHQ-2 abasic DNA cleavage fluorescence. Potency, µM (series often up to 65.8 µM), for the others: at the highest dose activity change, negative = inhibition, most hits filed as inhibitors. 0.35% of 350,000 active. AID 2517;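 further: potency means the concentration at half of the fitted maximal effect; plate controls were vehicle for no effect and reference inhibitor for full effect; nearly all actives have a fitted effect of over 55% in size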
Target sequence (P27695 whole entry, looked up): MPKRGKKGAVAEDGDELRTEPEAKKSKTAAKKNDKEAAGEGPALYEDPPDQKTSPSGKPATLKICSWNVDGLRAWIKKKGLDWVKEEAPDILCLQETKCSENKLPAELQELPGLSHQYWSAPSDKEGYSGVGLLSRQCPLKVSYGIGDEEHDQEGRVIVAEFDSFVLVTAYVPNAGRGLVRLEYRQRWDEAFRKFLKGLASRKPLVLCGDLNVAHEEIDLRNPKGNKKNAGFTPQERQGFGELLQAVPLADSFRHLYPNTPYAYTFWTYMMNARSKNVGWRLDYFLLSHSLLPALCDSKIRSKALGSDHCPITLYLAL
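Measures dequenching upon AP-site incision of a 5'-TAMRA/3'-BHQ-2 THF-containing duplex, 50 nM; human APE1 0.75 nM after 15 min room-temperature exposure to compound; kinetic three-point read at one-minute spacing.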
Pol kappa inh: inhibitors of human DNA polymerase kappa | Potency, µM (titrated, usually from 107 µM), for inactives: at the highest dose activity, negative = inhibition, most hits filed as inhibitors | purified Pol kappa, fluorescent DNA synthesis assay, 10 min | Q9UBT6 | 0.53% of 400,000 active; further: potency means the concentration at half of the fitted maximal effect; on the % scale 0 is the no-effect control and ±100 the full control effect
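Readout: fluorescence, taken kinetically at 0 and 10 min. Conditions: 10 nM Pol kappa, 15 min RT compound preincubation, 50 nM substrate final. Controls: enzyme-free buffer wells.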
ALOX12 inh: ALOX12 (human) lipoxygenase inhibition; P18054; purified 12hLO, xylenol orange hydroperoxide absorbance; Potency, µM (highest dose often 108 µM), inactives show at the highest dose activity change, negative = inhibition, actives largely listed as inhibitors; 1.1% of 580,000 active; AID 1671190; further: potency means the concentration at half of the fitted maximal effect; on the % scale 0 is the no-effect control and ±100 the full control effect
Target sequence (P18054 whole entry, looked up): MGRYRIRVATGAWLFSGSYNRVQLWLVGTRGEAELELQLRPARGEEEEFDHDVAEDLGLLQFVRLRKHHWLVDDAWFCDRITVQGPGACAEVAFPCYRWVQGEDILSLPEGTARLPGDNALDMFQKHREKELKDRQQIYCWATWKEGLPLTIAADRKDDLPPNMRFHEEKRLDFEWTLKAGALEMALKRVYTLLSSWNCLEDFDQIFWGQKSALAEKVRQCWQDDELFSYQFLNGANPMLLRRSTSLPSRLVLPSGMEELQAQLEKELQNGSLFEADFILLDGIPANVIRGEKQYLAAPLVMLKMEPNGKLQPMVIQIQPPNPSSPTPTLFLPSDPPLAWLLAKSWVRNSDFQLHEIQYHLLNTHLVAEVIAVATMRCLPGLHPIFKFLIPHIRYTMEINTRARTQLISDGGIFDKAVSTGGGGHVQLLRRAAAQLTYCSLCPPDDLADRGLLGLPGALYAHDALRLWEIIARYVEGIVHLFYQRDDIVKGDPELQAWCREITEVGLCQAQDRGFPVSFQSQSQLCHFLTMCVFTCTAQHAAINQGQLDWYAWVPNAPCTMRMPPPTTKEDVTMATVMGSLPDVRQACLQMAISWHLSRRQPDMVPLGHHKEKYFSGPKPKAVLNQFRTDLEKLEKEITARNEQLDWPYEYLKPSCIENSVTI
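Purified human 12hLO (150 nM final) in 25 mM Hepes, 0.01% Triton X-100, pH 7.0 was preincubated 15 min at room temperature with compound. Then 40 uM arachidonic acid was added, 30 min. Hydroperoxide was read by Fe-XO absorbance ratio 573/405 nm.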
TRHR ag: TRH receptor (human) agonism; P34981; TRHR cells, calcium flux fluo-8, FDSS agonist mode; activation, % at 2 µM; 0.18% of 360,000 active; in the data active means activation above about 30%; further: 0% is about no effect
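Steps: seed TRHR cells overnight; add fluo-8 no-wash Ca dye, RT 30 min–1.5 h; record 10 s baseline; pin-transfer compounds; monitor fluorescence 1 cycle/s for the agonist window. Calcium increases flag candidate agonists.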
ERG-DNA inh: blocks human ERG Ets domain binding to DNA; P11308; fluorescence polarization, His-ERG Ets domain / labelled DNA; Potency, µM (titrated, usually from 76.9 µM), for the others: top-dose FP activity, negative = inhibition, most hits filed as inhibitors; 0.028% of 370,000 active; AID 624246; active means well fitted inhibition curve with a large enough effect in the polarisation, with a control signal flat; inconclusive means small, poorly fitted or top-dose-only effect, or effect the other way, or a change in a side signal; inactive means no such curve, though single readings can be large or run the other way; the % refers to the polarisation;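 further: polarization taken with two DNA probes labelled with fluorescein and Texas red; potency means the concentration at half of the fitted maximal effect; % of control where 0% means no effect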
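His-tagged ERG Ets domain (1 uM in the protein solution; 300mM KCl, 50mM Tris-HCl, 1mM EDTA, 1mM DTT, pH 7.5) received compound, then a probe mix of 5 nM fluorescein-DNA and 100nM Texas-615-DNA. Fluorescence polarization was read for both dyes.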
BLM inh: Bloom syndrome helicase (human) inhibition | P54132 | recombinant BLM DNA unwinding, fluorescence dequenching | Potency, µM (series often up to 56.1 µM), for the others: at the top dose activity change, negative = inhibition, hits mostly inhibitors | 0.2% of 350,000 active | AID 2528;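 further: potency means the concentration at half of the fitted maximal effect; plate controls were vehicle for no effect and no enzyme for full effect; nearly all actives have a fitted effect of over 35% in size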
POLB inh: inhibitors of human DNA polymerase beta; P06746; Pol beta primer extension/strand displacement, fluorescence kinetic; Potency, µM (top dose mostly 114 µM), inactives show at the highest dose activity change, negative = inhibition, actives largely listed as inhibitors; 1.3% of 340,000 active; AID 485314; further: potency means the concentration at half of the fitted maximal effect; on the % scale 0 is the no-effect control and ±100 the full control effect
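Pol beta (10 nM) was preincubated with compound for 15 min at room temperature. The reaction was then started with 50 nM substrate and read immediately and after a further 10 min at room temperature.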
Apoferritin bind: candidate novel general anesthetic via apoferritin binding | P02791 | apoferritin/1-aminoanthracene competitive binding, fluorescence | Potency, µM (top dose mostly 77.5 µM), for inactives: at the highest dose activity change, negative = displacement, hits mostly inhibitors | 0.074% of 350,000 active | AID 485281; further: potency means the concentration at half of the fitted maximal effect; on the % scale 0 is the no-effect control and ±100 the full control effect; nearly all actives have a fitted effect of over 20% in size
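Horse-spleen apoferritin (10 uM) in 50% saturated 1-aminoanthracene in PBS was incubated 10 min at room temperature with compound. Fluorescence (ex 380, em 535 nm) was normalized to free and bound 1-AMA, with concentration-response fitted by a four-parameter Hill equation.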
Active calls of the source: *; ? = inconclusive; . = not tested or not shown; & = joins results of further samples; [ ] = remark or other dose. Unless noted, the call rests on the fitted dose curve; in most records, active means well fitted curve in the direction sought with a large enough effect; inconclusive means small, poorly fitted or top-dose-only effect, or another doubt; inactive means no such curve, though single readings can be large; an effect the other way counts as inactive or inconclusive. Only part of the results is shown (hit frequency here may not be typical).

Letters – A = Pol iota inh; B = APE1 inh; C = Pol kappa inh; D = ALOX12 inh; E = TRHR ag; F = ERG-DNA inh; G = BLM inh; H = POLB inh; I = Apoferritin bind
C/C(=N\NS(=O)(=O)c1ccc(C)cc1)c1cc2ccccc2oc1=O
  A: 50%[activator]; B: -3%; C: 0%; D: ?; E: -0.3; F: -5%; G: -1%; H: 1%; I: -13%

CCCSC1=C(C#N)C(c2ccc(O)c(OC)c2)CC(=O)N1 (stereo not drawn)
  A: -15%; B: -6%; C: 6%; D: -2%&9%; E: -0.4; F: 9%; G: -8%; H: 28%; I: -4%

Cc1ccc(-c2nnc(Nc3ccc(S(N)(=O)=O)cc3)c3ccccc23)cc1S(=O)(=O)N1CCCCC1
  A: ?; B: .; C: -42%; D: ?; E: 0.4; F: 13%; G: 0%; H: -1%; I: 7%

Nc1cc(=O)[nH]c(SCC(=O)Nc2ccc(F)c(Cl)c2)n1
  A: ?; B: 3%; C: -2%; D: 0%; E: 1.0; F: -8%; G: 2%; H: 1%; I: 3%

Cc1ccccc1Nc1nc(N)nc(COC(=O)c2ccccc2)n1
  A: 6%; B: 0%; C: -10%; D: ?; E: -0.3; F: -17%; G: -4%; H: 1%; I: 0%

Cc1cccc2cc(COC(=O)c3cccc([N+](=O)[O-])c3)c(=O)[nH]c12
  A: -10%; B: 1%; C: -5%; D: .; E: -0.4; F: -4%; G: -1%; H: 1%; I: 1%

c1ccc2c(C[n+]3csc4ccccc43)cccc2c1
  A: ?; B: -2%; C: -7%; D: -17%; E: -0.5; F: -5%; G: 1%; H: -12%; I: -17%

COc1ccc(S(=O)(=O)N(C)C[C@@H]2Oc3c(NS(C)(=O)=O)cccc3C(=O)N([C@@H](C)CO)C[C@H]2C)cc1
  A: 15%; B: 6%; C: -2%; D: -12%; E: .; F: 10%; G: .; H: .; I: .

CCOC(=O)c1nn(-c2ccccc2)c(=O)cc1SC(C)C
  A: 12%; B: 3%; C: 7%; D: -30%; E: -0.3; F: 0%; G: 1%; H: 10%; I: -19%

CCOc1cc(C(=O)N2CCC(CC3CC(c4ccc(Cl)cc4)=NO3)(C(=O)NCC3CCCCC3)CC2)cc(OCC)c1OCC (stereo not drawn)
  A: 73%[activator]; B: 37%; C: 10%; D: -4%; E: 0.5; F: 0%; G: -6%; H: 1%; I: -4%

O=S(=O)(NCCS(=O)(=O)N1CCN(c2ccccc2)CC1)c1ccc(Cl)cc1
  A: ?; B: .; C: -9%[60.1 µM]; D: -30%; E: 0.0; F: -2%; G: 2%; H: 4%; I: -5%

O=C(CNC(=O)c1ccc(Br)cc1)OCC(=O)c1ccccc1
  A: 10%; B: -9%; C: -2%; D: 2%; E: -0.8; F: -3%; G: 0%; H: 34%; I: ?

COC(Cc1ccccc1N1CCCC1=O)OC
  A: -6%; B: 10%; C: 3%; D: -2%; E: 0.2; F: -8%; G: -3%; H: 10%; I: -10%

COc1cccc(C2C(C(C)=O)=C(O)C(=O)N2Cc2ccco2)c1 (stereo not drawn)
  A: 12%; B: 2%; C: -4%; D: ?; E: 0.8; F: 5%; G: -2%; H: 12%; I: -8%

CN(C(=O)COC(=O)CCCc1c[nH]c2ccccc12)c1c(N)n(Cc2ccccc2)c(=O)[nH]c1=O
  A: 4%; B: 21%; C: -12%; D: -39%; E: 0.4; F: -9%; G: .; H: .; I: .

CC(=O)c1ccc(N(CC(=O)Nc2cc(C)on2)S(=O)(=O)c2ccc(C)cc2)cc1
  A: 38%[activator]; B: -17%; C: -15%; D: ?; E: .; F: -4%; G: .; H: .; I: .

CCOC(=O)NC(=O)CSc1nnnn1-c1ccccc1
  A: 22%; B: -2%; C: -5%; D: 0%; E: -0.4; F: .; G: 0%; H: -23%; I: 3%

COc1ccc(OC)c(NC(=O)CSc2nc3[nH]c(=O)cc(O)c3s2)c1
  A: ?; B: 24%; C: -14%; D: 27%; E: -0.3; F: 4%; G: .; H: .; I: .

CCN1CCN(C(=O)Cn2ncc3c4ccccc4n(Cc4c(C)cc(C)cc4C)c3c2=O)CC1
  A: -3%; B: .; C: -6%; D: -20%; E: 1.0; F: -3%; G: 1%; H: 20%; I: 0%

Cc1ccc(S(=O)(=O)CCC(=O)OCC(=O)c2cc(C)ccc2C)cc1
  A: 28%; B: -1%; C: -4%; D: 11%; E: -0.5; F: 10%; G: .; H: .; I: .

COc1ccc(N(CC(=O)NCc2cccnc2)S(=O)(=O)c2ccccc2[N+](=O)[O-])c(OC)c1
  A: 67%[activator]; B: 19%; C: -9%; D: -4%; E: -1.5; F: 9%; G: -3%; H: 1%; I: -9%

COc1ccccc1CCC(=O)Nc1cccc(S(=O)(=O)N2CCCC2)c1
  A: 7%; B: 10%; C: -13%; D: 0%; E: -0.4; F: -11%; G: -7%; H: 1%; I: -11%

CNNC(=S)Nc1cccc(SC)c1
  A: -27%[58.9 µM]; B: 10%; C: -3%; D: ?; E: -0.7; F: -12%; G: -6%; H: 5%; I: -15%

COc1ccc(C2C(Oc3ccccc3)C(=O)N2c2cc(C)ccc2C)cc1OC (stereo not drawn)
  A: 1%; B: -5%; C: -12%; D: 15%; E: 0.1; F: -2%; G: -7%; H: 42%; I: 89%[activator]

O=C(NCc1cccs1)C1CCN(S(=O)(=O)N2CCCC2)CC1
  A: -8%; B: 2%; C: -6%; D: 13%; E: 0.0; F: .; G: -3%; H: 44%; I: -5%

Quoted at random: three compounds from above, in no set order.
Letters – A = Pol iota inh; B = APE1 inh; C = Pol kappa inh; D = ALOX12 inh; E = TRHR ag; F = ERG-DNA inh; G = BLM inh; H = POLB inh; I = Apoferritin bind
COc1ccc(C2C(Oc3ccccc3)C(=O)N2c2cc(C)ccc2C)cc1OC (stereo not drawn)
  A: 1%; B: -5%; C: -12%; D: 15%; E: 0.1; F: -2%; G: -7%; H: 42%; I: 89%[activator]

CCOC(=O)c1nn(-c2ccccc2)c(=O)cc1SC(C)C
  A: 12%; B: 3%; C: 7%; D: -30%; E: -0.3; F: 0%; G: 1%; H: 10%; I: -19%

Cc1ccc(-c2nnc(Nc3ccc(S(N)(=O)=O)cc3)c3ccccc23)cc1S(=O)(=O)N1CCCCC1
  A: ?; B: .; C: -42%; D: ?; E: 0.4; F: 13%; G: 0%; H: -1%; I: 7%

Carrying on.
Letters – A = Pol iota inh; B = APE1 inh; C = Pol kappa inh; D = ALOX12 inh; E = TRHR ag; F = ERG-DNA inh; G = BLM inh; H = POLB inh; I = Apoferritin bind
CSc1cccc(NC(=S)N(CCCN2CCCC(C)C2)Cc2cccs2)c1 (stereo not drawn)
  A: 14%; B: 9%; C: -2%; D: -26%; E: 0.1; F: 13%; G: -5%; H: 1%; I: -6%

CC(=O)Nc1ccc(/C=N/NS(=O)(=O)c2cc(C)ccc2C)cc1
  A: 17%; B: 0%; C: 2%; D: 0%; E: -0.2; F: 16%; G: 1%; H: 17%; I: -6%

Cc1cc(Cl)ccc1OCCCC(=O)N1CCOCC1
  A: -5%; B: -1%; C: -11%; D: 1%; E: -0.4; F: -5%; G: 2%; H: -14%; I: -11%

CCN1CCN(CC(O)COC(c2ccccc2)c2ccccc2C)CC1 (stereo not drawn)
  A: ?; B: 26%; C: ?; D: ?; E: 0.4; F: 2%; G: -2%; H: 1%; I: -7%

Cc1ccc(C(=O)Nc2cccc(N3C(=O)C4CCC(C)CC4C3=O)c2)cc1 (stereo not drawn)
  A: 3%; B: -3%; C: -25%; D: ?; E: -0.1; F: -1%; G: -5%; H: 28%; I: ?

O=C(COc1ccccc1)NCCn1ccc2ccccc21
  A: 5%; B: 1%; C: -19%; D: 23%; E: -1.0; F: .; G: 4%; H: 1%; I: -2%

O=C(N/N=C\c1ccc(S(=O)(=O)O)o1)c1ccc2c(c1)OCO2
  A: -14%; B: 6%; C: -15%; D: 0%; E: -0.2; F: 4%; G: -1%; H: -4%; I: 0%

CCN(CC)C(=O)CSC1=C(C#N)C(c2cccs2)C=C(C)N1 (stereo not drawn)
  A: 14%; B: -2%; C: -2%; D: ?; E: -0.1; F: 11%; G: -1%; H: 25%; I: -20%

O=C(Nc1cccc(F)c1)c1cc(S(=O)(=O)N2CCOCC2)ccc1N1CCCC1
  A: -14%; B: -13%; C: -13%; D: .; E: 0.0; F: -3%; G: .; H: .; I: .

O=C(NC1CCCCC1)c1ccc(S(=O)(=O)c2ccccc2Cl)c([N+](=O)[O-])c1
  A: .; B: -3%; C: .; D: .; E: -0.9; F: .; G: -10%; H: 1%; I: -17%

COc1ccc(CCNC(=O)C2CCN(Cc3nc(-c4ccccc4F)oc3C)CC2)cc1OC
  A: 15%; B: -3%; C: -16%; D: 0%; E: -0.4; F: -8%; G: 1%; H: 8%; I: -11%

COc1ccc(C2(CNC(=O)C(=O)Nc3cccc(C(F)(F)F)c3)CCCC2)cc1OC
  A: -15%; B: .; C: -17%; D: -1%; E: 4.3; F: 9%; G: -6%; H: -1%; I: -2%

Cc1coc2c(C)c3oc(=O)c(CCC(=O)NCCCN4CCCC4=O)c(C)c3cc12
  A: 7%; B: 27%; C: 12%; D: 21%; E: 0.3; F: 7%; G: -7%; H: -17%; I: -8%

CCc1ccc(N=C2NC(=O)CC(C(=O)Nc3ccc(OC)cc3)S2)cc1 (stereo not drawn)
  A: -8%; B: .; C: -17%; D: -19%; E: 0.7; F: 0%; G: -12%; H: 18µM*; I: -21%

CC(Nc1nc(-c2ccccc2O)nc2ccccc12)c1ccccc1 (stereo not drawn)
  A: 7%; B: -6%; C: -6%; D: -13%; E: 0.9; F: -5%; G: -9%; H: -10%; I: 6%

Cc1ccc(CN2C(=O)C(O)(c3c(C)[nH]c4ccccc34)c3ccccc32)cc1 (stereo not drawn)
  A: ?; B: .; C: -10%; D: ?; E: -4.6; F: 2%; G: -11%; H: -1%; I: -9%

Source: PubChem BioAssay
